Bioassay records from PubChem.
A3A deaminase – human APOBEC3A DNA deaminase inhibition. inhibition, % at 20 µM. recombinant A3A, FAM/TAMRA ssDNA deamination fluorescence. AID 493011. actives 0.41% (n = 330,000). P31941;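 active = at least 40% inhibition at 20 µM here, with at most 30% in a related deaminase screen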;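 also: plate controls were A3A with DMSO for no effect and wells lacking A3A enzyme for full effect; some results filed as inactive read as strong as hits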
mIAP inh – mouse IAP inhibition. actives 0.2% (n = 330,000). purified mouse IAP, CDP-Star luminescence, 30 min. inhibition, % at 10 µM;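 active = inhibition of at least 40% at 10 µM in the primary screen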;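 also: plate controls were DMSO with enzyme for no effect and no enzyme wells for full effect; values of inactives mirror those of a sister screen read the other way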
hIAP block – human IAP inhibition | actives 0.12% (n = 330,000) | P09923 | inhibition, % at 10 µM | purified IAP, CDP-Star luminescence, 30 min;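 active = inhibition reaching a set limit with compound at 10 µM in the primary screen, cut at about 35% in these data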;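 also: plate controls were DMSO wells with enzyme for no effect and no-enzyme buffer wells for full effect; values of inactives mirror those of a sister screen read the other way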
Target sequence (P09923 whole entry, looked up): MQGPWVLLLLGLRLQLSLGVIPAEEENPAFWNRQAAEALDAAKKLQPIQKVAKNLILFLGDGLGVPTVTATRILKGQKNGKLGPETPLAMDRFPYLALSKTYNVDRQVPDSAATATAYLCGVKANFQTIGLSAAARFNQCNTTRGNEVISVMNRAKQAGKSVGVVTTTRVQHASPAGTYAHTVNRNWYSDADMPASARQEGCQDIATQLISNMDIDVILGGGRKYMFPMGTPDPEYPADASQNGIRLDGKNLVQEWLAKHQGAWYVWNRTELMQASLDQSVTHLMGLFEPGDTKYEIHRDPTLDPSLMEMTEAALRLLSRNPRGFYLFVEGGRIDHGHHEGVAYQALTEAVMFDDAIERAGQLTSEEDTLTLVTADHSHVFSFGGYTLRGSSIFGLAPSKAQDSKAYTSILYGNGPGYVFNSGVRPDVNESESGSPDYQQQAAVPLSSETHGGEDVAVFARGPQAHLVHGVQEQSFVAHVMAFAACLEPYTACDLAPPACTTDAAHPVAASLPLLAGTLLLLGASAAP
MIN6 prolif – MIN6 beta-cell proliferation induction; proliferation, % at 10 µM; AID 2380; MIN6 cells proliferation, ATPlite luminescence, 48 h; cells starved in 0.2% serum; 100% = growth in 10% serum; actives 0.29% (n = 330,000);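 active = compounds whose signal lies at least 3.5 SD above the mean of all wells on their plate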;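 also: 0% = DMSO-treated cells in low-serum medium and 100% = 10% serum control; some compounds called inactive have numbers as strong as hits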
hIAP activ – increases human intestinal alkaline phosphatase activity | P09923 | purified human IAP, CDP-Star luminescence, 30 min; stronger effect = higher value; 1 = vehicle-only enzyme, 0 = enzyme-free background | activation factor at 10 µM | AID 2524 | actives 0.16% (n = 330,000);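 active = activation factor of the enzyme at least 2-fold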; also: the source names both 10 and 20 µM as test concentration; values of inactives mirror those of a sister screen read the other way
NLRP3 yeast inh – blocks the NALP3 inflammasome reconstituted in yeast. Yeast reconstituted NLRP3/ASC/caspase-1, beta-gal luminescence, 24 h. inhibition, % at 10 µM. actives 0.39% (n = 330,000);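 active = inhibition of 50% or more; inactive = inhibition below 50%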;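 also: plate controls were induced DMSO wells for no effect and uninduced yeast grown without galactose for full effect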
mIAP act – increases mouse intestinal alkaline phosphatase activity. actives 0.24% (n = 330,000). AID 2805. muIAP, CDP-Star luminescence, 30 min; stronger effect = higher value; 1 = vehicle-only enzyme signal, 0 = enzyme-free wells. activation factor at 10 µM;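 active = activation factor of at least 2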; also: the source names both 10 and 20 µM as test concentration; values of inactives mirror those of a sister screen read the other way
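Assay system: mouse IAP enzyme / Compound: DMSO-dissolved test compounds / Timing: 30 min, room temperature / Measured by: luminescence from enzymatic CDP-Star hydrolysis / Control set: DMSO-only wells, enzyme-free buffer wells as negative control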
A3G deaminase – APOBEC3G (human) deaminase inhibition; actives 0.28% (n = 330,000); Q9HC16; inhibition, % at 20 µM; recombinant A3G, ssDNA deamination FAM/TAMRA fluorescence;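 active = inhibition of at least 40% at 20 µM, with no more than 30% in the related APOBEC3A deaminase screen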;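 also: plate controls were DMSO wells with A3G for no effect and wells lacking A3G enzyme for full effect; some compounds called inactive have numbers as strong as hits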
SENP1 FRET inh – inhibitors of human SENP1 SUMO protease catalytic domain | Q9P0U3 | recombinant SENP1 catalytic domain, CyPet-SUMO1-YPet FRET cleavage | inhibition, % at 10 µM | actives 0.21% (n = 360,000) | AID 624204;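 active = inhibition at least 30% at 10 µM, raw YFP signal under a set limit, fluorescence ratio 0.5 to 1.5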;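 also: 0% = enzyme with DMSO and 100% = no enzyme wells; some results filed as inactive read as strong as hits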
Target sequence (Q9P0U3 419-644 limits assumed): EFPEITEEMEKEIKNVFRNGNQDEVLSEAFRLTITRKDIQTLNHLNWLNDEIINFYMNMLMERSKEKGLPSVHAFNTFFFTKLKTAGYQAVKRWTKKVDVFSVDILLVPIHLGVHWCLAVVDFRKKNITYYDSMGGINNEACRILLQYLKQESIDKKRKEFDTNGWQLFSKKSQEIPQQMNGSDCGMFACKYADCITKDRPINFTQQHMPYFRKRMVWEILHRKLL
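Test system: hSENP1 catalytic domain, recombinant; Amount: 20 pM final SENP1 enzyme; Medium: Tris pH 8 buffer plus EDTA, NaCl, BME, BSA, NP40, catalase; Schedule: 50 min enzyme reaction, room temperature, light-protected; Technique: FRET fluorescence in CFP and YFP emission channels; Controls: no-enzyme wells low, DMSO-plus-enzyme wells high control.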
* hit, by the source's call; / = not tested or not shown. Only part of the results is shown (hit frequency here may not be typical).

The line under a structure holds: A3A deaminase, mIAP inh, hIAP block, MIN6 prolif, hIAP activ, NLRP3 yeast inh, mIAP act, A3G deaminase, SENP1 FRET inh
> CC1(c2ccccc2)NC(=O)N(CC(=O)NNC(=O)c2cccc(Cl)c2)C1=O (configuration not stated)
→ 10, 10, -3, 0, 1, 6, 0.9, 4, 1
> O=C(c1ccc(F)cc1)c1c[nH]c(C(=O)NCc2ccco2)c1
→ -3, -2, 10, 1, 0.9, 1, 1, -8, 2
> C=CCN(C(=O)c1ccccc1)c1ccc(OC)cc1
→ -2, 6, 7, -3, 0.93, 6, 0.94, -3, -1
> Cc1ccccc1C[n+]1cccc2ccccc21
→ -5, 5, 14, 2, 0.85, 7, 0.95, -8, 34*
> CC1CCN(CC(=O)Nc2ccc(S(=O)(=O)N3CCC(C)CC3)cc2)CC1
→ -4, -4, 0, -4, 1, 18, 1, -15, -1
> O=S(=O)(c1ccc(-c2cn3ccccc3n2)cc1)N1CCOCC1
→ 1, -2, 0, -2, 1, -13, 1, 1, 1
> CC(C)Oc1ccc(Cc2cnc(=S)[nH]c2N)cc1
→ -2, -19, -25, -1, 1.2, 16, 1.2, -5, 0
> CC(=O)c1cccc(NC(=O)Nc2cccnc2)c1
→ -2, -12, 15, 7.9*, 0.85, -18, 1.1, -5, 0
> CC(C)(O)CC[C@@H](O)[C@](C)(O)[C@H]1CC[C@@]2(O)C3=CC(=O)[C@@H]4C[C@@H](O)[C@@H](O)C[C@]4(C)[C@H]3CC[C@]12C
→ 2, 6, 6, 5, 0.94, 9, 0.94, 3, -1
> Cc1ccc(CCNC(=O)C2CCCN(S(=O)(=O)c3cccc4nsnc34)C2)cc1 (configuration not stated)
→ -2, 10, 6, 2, 0.94, -10, 0.9, -2, 2
> O=[N+]([O-])c1ccc(Cl)c(/C=N/n2c(-c3cccnc3)n[nH]c2=S)c1
→ 4, 9, -9, -2, 1.1, 8, 0.91, 48*, /
> O=C(c1ccccc1Sc1ccccc1[N+](=O)[O-])N1CCCCC1
→ 4, 2, 13, 6, 0.87, -11, 0.98, -3, -1
> O=C1c2ccccc2C(=O)N1CCCn1nnc(-c2ccc(N3CCOCC3)cc2)n1
→ -4, 2, -16, -1, 1.2, 15, 0.98, -4, 0
> CCOc1cc(C(=O)N2CCN(c3ccccc3)CC2)cc(OCC)c1OCC
→ 1, 10, 8, 0, 0.92, -3, 0.9, -2, 1
> CCOC(=O)c1ccc(NC(=O)NCc2ccccc2OC)cc1
→ 0, -135, -32, 0, 1.3, 17, 2.4*, -8, -2
> Cc1noc(NS(=O)(=O)c2ccc(NC(=O)/C=C/c3ccccc3)cc2)c1C
→ 0, -1, -11, 2, 1.1, 1, 1, -3, 1
> CCOc1ccc(-c2nc(CSc3nnc(C)s3)cs2)cc1OC
→ -4, -8, -3, 1, 1, 37, 1.1, -7, 0
> CCn1c(=O)cc(SCC(=O)Nc2ccc(C)cn2)c2ccccc21
→ -3, 6, 4, -5, 0.96, 16, 0.94, -4, 4
> Cc1cccc(/C(N)=N/OC(=O)CCCc2ccccc2)c1
→ 1, 4, 20, -3, 0.8, 21, 0.96, 3, -1
> O=C(CCCNS(=O)(=O)c1ccc(F)cc1)Nc1ccc(F)cc1
→ 2, -9, 8, 0, 0.92, 9, 1.1, 0, 4

Part of the list above in a different format.
compound: O=[N+]([O-])c1ccc(Cl)c(/C=N/n2c(-c3cccnc3)n[nH]c2=S)c1
  A3A deaminase: 4	mIAP inh: 9	hIAP block: -9	MIN6 prolif: -2	hIAP activ: 1.1	NLRP3 yeast inh: 8	mIAP act: 0.91	A3G deaminase: 48*	SENP1 FRET inh: /
compound: Cc1noc(NS(=O)(=O)c2ccc(NC(=O)/C=C/c3ccccc3)cc2)c1C
  A3A deaminase: 0	mIAP inh: -1	hIAP block: -11	MIN6 prolif: 2	hIAP activ: 1.1	NLRP3 yeast inh: 1	mIAP act: 1	A3G deaminase: -3	SENP1 FRET inh: 1

More compounds:
SMILES	A3A deaminase	mIAP inh	hIAP block	MIN6 prolif	hIAP activ	NLRP3 yeast inh	mIAP act	A3G deaminase	SENP1 FRET inh
Cc1cccc(CSc2ccc(S(=O)(=O)N3CCCC3)cn2)c1	-4	-4	2	-4	0.98	41	1	-9	-2
Nc1nnc(-c2ccccc2[N+](=O)[O-])o1	-3	-12	-15	0	1.1	-1	1.1	-1	0
Nc1c(S(=O)(=O)c2cccs2)c2nc3ccccc3nc2n1CC1CCCO1 (configuration not stated)	4	-8	-2	-1	1	7	1.1	0	-47
NC(=O)Nc1ccccc1C(=O)Nc1ccc2ccccc2c1	-4	-12	-13	1	1.1	15	1.1	-6	-5
COc1ccc2c(c1)C(=O)c1ccccc1CO2	-1	2	8	0	0.93	7	0.98	-4	0
Cc1ccc(OCc2nnc(NC(=O)c3ccco3)s2)cc1	1	1	-16	-3	1.2	34	0.99	-1	-1
Cc1cccn2c(=O)c3cc(C(=O)NC4CCCCC4C)n(C)c3nc12 (configuration not stated)	-1	-28	-2	2	1	-16	1.3	0	-122
C=CCn1c(CCC)nc2ccccc21	3	-7	-11	-1	1.1	4	1.1	-12	1
COC(=O)c1c(NC(=O)C2COc3ccccc3O2)sc2c1CCN(C(C)=O)C2 (configuration not stated)	0	3	-7	0	1.1	11	0.97	-4	-5

In the list so far, 13 contain a carbonyl joined to an NH by a bond outside any ring.
SMILES	A3A deaminase	mIAP inh	hIAP block	MIN6 prolif	hIAP activ	NLRP3 yeast inh	mIAP act	A3G deaminase	SENP1 FRET inh
CC1(c2ccccc2)NC(=O)N(CC(=O)NNC(=O)c2cccc(Cl)c2)C1=O (configuration not stated)	10	10	-3	0	1	6	0.9	4	1
O=C(c1ccc(F)cc1)c1c[nH]c(C(=O)NCc2ccco2)c1	-3	-2	10	1	0.9	1	1	-8	2
CC1CCN(CC(=O)Nc2ccc(S(=O)(=O)N3CCC(C)CC3)cc2)CC1	-4	-4	0	-4	1	18	1	-15	-1
CC(=O)c1cccc(NC(=O)Nc2cccnc2)c1	-2	-12	15	7.9*	0.85	-18	1.1	-5	0
Cc1ccc(CCNC(=O)C2CCCN(S(=O)(=O)c3cccc4nsnc34)C2)cc1 (configuration not stated)	-2	10	6	2	0.94	-10	0.9	-2	2
CCOC(=O)c1ccc(NC(=O)NCc2ccccc2OC)cc1	0	-135	-32	0	1.3	17	2.4*	-8	-2
Cc1noc(NS(=O)(=O)c2ccc(NC(=O)/C=C/c3ccccc3)cc2)c1C	0	-1	-11	2	1.1	1	1	-3	1
CCn1c(=O)cc(SCC(=O)Nc2ccc(C)cn2)c2ccccc21	-3	6	4	-5	0.96	16	0.94	-4	4
O=C(CCCNS(=O)(=O)c1ccc(F)cc1)Nc1ccc(F)cc1	2	-9	8	0	0.92	9	1.1	0	4
NC(=O)Nc1ccccc1C(=O)Nc1ccc2ccccc2c1	-4	-12	-13	1	1.1	15	1.1	-6	-5
Cc1ccc(OCc2nnc(NC(=O)c3ccco3)s2)cc1	1	1	-16	-3	1.2	34	0.99	-1	-1
Cc1cccn2c(=O)c3cc(C(=O)NC4CCCCC4C)n(C)c3nc12 (configuration not stated)	-1	-28	-2	2	1	-16	1.3	0	-122
COC(=O)c1c(NC(=O)C2COc3ccccc3O2)sc2c1CCN(C(C)=O)C2 (configuration not stated)	0	3	-7	0	1.1	11	0.97	-4	-5
